# Source: PubChem BioAssay (several laboratories)
# TCR-CD3 inh = inhibitors of human TCR-CD3 interaction, primary screen, biochemical, fluorescence, TAMRA-labeled TCR probe. T-cell receptor (TCR). inhibition, % at 9.4 µM. hit rate 0.37% among 360,000. AID 651800, 2012; in the data active = inhibition above about 19%;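 note: recombinant mutant TCR 2C K166C tagged with TAMRA read by polarization; 0% = receptor in buffer alone and 100% = receptor with positive control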
# ABHD4 inh = ABHD4 inhibitors, primary screen, biochemical, fluorescence polarization, mouse. (Lyso)-N-acylphosphatidylethanolamine lipase (Mus musculus), Q8VD66. purified mABHD4, FP-Rh probe fluorescence polarization. inhibition, % at 8.92 µM. hit rate 0.54% among 370,000;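 active = inhibition exceeding the mean over every tested compound plus 3 SD, cut at about 30% in these data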;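 note: 0% = plate median of compound wells and 100% = S159A mutant with DMSO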
#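 Assay system: Wild-type mouse ABHD4 protein | Medium: HEPES pH 7.0 buffer, 150 mM NaCl, 0.01% Pluronic F-127 | Incubation: Enzyme–compound pre-incubation 45 min, then probe 60 min, both 25 °C | Technique: Fluorescence polarization with parallel and perpendicular emission, 525/598 nm | Evaluation: % inhibition of FP-Rh probe binding versus controls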
# PRMT1 FP inh = PRMT1 methyltransferase inhibitors, primary screen, biochemical, fluorescence polarization | Protein arginine N-methyltransferase 1 (Homo sapiens), Q99873 | AID 652257, 2013 | recombinant PRMT1, activity-based probe fluorescence polarization | hit rate 1.3% among 370,000 | inhibition, % at 2.79 µM;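 active = inhibition above about 21% made by adding two undisclosed values, limit read from the data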
# Target sequence (Q99873 whole entry, looked up): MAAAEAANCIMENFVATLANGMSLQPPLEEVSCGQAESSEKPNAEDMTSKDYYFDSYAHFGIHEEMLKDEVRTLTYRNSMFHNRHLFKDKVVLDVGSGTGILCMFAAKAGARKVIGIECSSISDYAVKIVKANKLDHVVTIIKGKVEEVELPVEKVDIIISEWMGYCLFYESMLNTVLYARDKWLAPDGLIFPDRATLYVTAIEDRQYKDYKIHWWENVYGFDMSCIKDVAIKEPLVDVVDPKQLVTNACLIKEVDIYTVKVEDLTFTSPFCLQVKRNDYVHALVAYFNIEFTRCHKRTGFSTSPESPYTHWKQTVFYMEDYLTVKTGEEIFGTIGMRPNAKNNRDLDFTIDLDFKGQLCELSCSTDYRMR
# NR1D1 modulator = modulators of Rev-erb alpha DNA binding, primary screen, biochemical, FITC-DNA, fluorescence polarization, uHTS; Nuclear receptor subfamily 1 group D member 1 (Homo sapiens), P20393; Rev-erbα–FITC-DNA binding, 90 min; activity, % at 10 µM; hit rate 0.79% among 370,000; AID 1259318, 2017;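 active = activity above about 14%, limit read from the data; passing the limit was not always enough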;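 note: 0% = DMSO wells with 35 nM protein and 100% = DMSO wells with 750 nM protein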
# UHRF1 binding = UHRF1 methylated DNA binding inhibitors, primary screen, counter-screen for MBD2 inhibitor project, biochemical, TR-FRET, human UHRF1, single concentration | E3 ubiquitin-protein ligase UHRF1 (Homo sapiens), Q96T88 | UHRF1 binding to methylated oligo | inhibition, % at 4.4 µM | hit rate 0.75% among 370,000; in the data active = inhibition above about 21%;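 note: UHRF1 SRA domain binding a hemimethylated CpG hairpin DNA probe; 0% = median of test compound wells and 100% = reference inhibitor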
# rCAG binder = binders of r(CAG) RNA repeats, primary screen, biochemical, fluorescence | hit rate 1.3% among 370,000 | AID 651821, 2012 | inhibition, % at 3 µM | r(CAG) RNA repeat, TO-PRO-1 dye displacement fluorescence;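 active = inhibition above the plate cutoff, the mean of all test compounds on that plate plus 3 SD, cut at about 35% in these data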;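 note: 0% = DMSO alone and 100% = 100 µM mitoxantrone as full dye displacement; higher means more dye released from RNA so lower well fluorescence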
# HTRA1 inh = HTRA1 serine protease inhibitors, primary screen, biochemical, fluorescence polarization, HTS. Q92743. recombinant HTRA1, FP-rhodamine activity-based probe. inhibition, % at 5.96 µM. hit rate 0.5% among 340,000; in the data active = inhibition above about 36%;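 note: 0% = enzyme with DMSO and 100% = wells lacking enzyme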
# LEDGF integ inh = blockers of LEDGF/p75-dependent integrase strand transfer – biochemical, TR-FRET, high throughput, primary screen; HIV-1 integrase (with human LEDGF/p75); TR-FRET IN-LEDGF/p75 DNA integration, Eu/Cy5; inhibition, % at 3.7 µM; hit rate 0.64% among 370,000;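 active = inhibition above the screen-wide mean plus 3 SD, cut at about 13% in these data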;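 note: signal is the Cy5 over europium emission ratio at 671 and 618 nm; 0% = plate median of compound wells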
# MBD2 DNA inh = inhibitors of MBD2 binding to methylated DNA, primary screen, biochemical, TR-FRET, DNA-binding domain, human; Methyl-CpG-binding domain protein 2 (Homo sapiens), Q9UBB5; MBD2 binding to methylated oligonucleotide; inhibition, % at 4.4 µM; hit rate 0.31% among 370,000; AID 686964, 2013; in the data active = inhibition above about 13%
# Target sequence (Q9UBB5 whole entry, looked up, the tested form may be a part): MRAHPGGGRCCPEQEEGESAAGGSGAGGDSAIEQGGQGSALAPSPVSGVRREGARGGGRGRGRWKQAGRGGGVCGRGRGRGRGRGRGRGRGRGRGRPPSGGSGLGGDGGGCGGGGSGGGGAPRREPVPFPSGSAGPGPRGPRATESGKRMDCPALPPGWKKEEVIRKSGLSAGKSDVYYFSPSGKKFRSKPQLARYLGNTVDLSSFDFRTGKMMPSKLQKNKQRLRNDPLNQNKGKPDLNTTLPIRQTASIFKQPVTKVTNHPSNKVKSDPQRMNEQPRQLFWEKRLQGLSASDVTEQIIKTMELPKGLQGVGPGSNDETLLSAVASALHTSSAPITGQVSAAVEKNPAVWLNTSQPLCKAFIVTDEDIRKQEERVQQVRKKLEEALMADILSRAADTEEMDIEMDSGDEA
# PG9 Ab binder = binders of HIV-1 gp120 antibody PG9, primary screen, biochemical, TR-FRET; inhibition, % at 6.7 µM; hit rate 0.43% among 360,000; HIV-1 gp120 / PG9 antibody interaction; TR-FRET gp120-PG9 antibody binding; AID 624416, 2012; in the data active = inhibition above about 8.5%
# * = called active by the depositor; · = not tested or not shown. This is a subset; rates above refer to the full screens.
SMILES,TCR-CD3 inh,ABHD4 inh,PRMT1 FP inh,NR1D1 modulator,UHRF1 binding,rCAG binder,HTRA1 inh,LEDGF integ inh,MBD2 DNA inh,PG9 Ab binder
CSc1ccc(/C=N/NC(=O)COc2ccc(Br)cc2Cl)cc1,-2,-18,0,0,1,3,-3,4,0,-0.4
COc1ccc(-n2cc(CN[C@H]3CCCCNC3=O)c(-c3cccc(F)c3)n2)cc1,-2,5,1,-3,2,-3,-7,-4,2,3.4
CC(OC(=O)c1ccc(S(=O)(=O)NCc2ccco2)cc1)C(=O)Nc1ccccc1 (stereo not given),-6,-3,2,-1,2,2,-1,2,-7,1.0
CC(C)NC(=O)c1cc(C2CCCCN2C(=O)c2ccccc2)on1 (stereo not given),5,-3,-3,2,-1,2,·,0,-2,-0.3
COc1ccc(NC(=O)CN(C)C(=O)c2cc(-c3ccco3)nc3ccccc23)cc1,13,4,17,-38,29*,33,1,11,12,-1.4
O=C(CNC(=O)c1cccc(-n2cccc2)c1)Nc1ccccc1Br,-2,-6,3,-22,10,15,-9,-2,7,-2.1
O=S(=O)(NCCSc1ccc(Cl)cc1)c1ccc(F)cc1,-2,-23,2,-2,-2,1,-23,-2,4,-0.1
CN(C)C(=O)c1ccc(-n2nc(C(F)(F)F)c3c2CCCC3)cc1,4,-1,0,4,-1,-7,-4,-1,1,0.2
O=C(O)CCN1C(=O)c2ccc(Oc3ccc4c(c3)C(=O)N(CCC(=O)O)C4=O)cc2C1=O,-8,-8,4,5,3,3,8,-1,5,1.3
COC(=O)c1cccc(NC(=S)N2CCCCC2)c1,1,-1,-1,13,-1,1,6,1,1,-1.6
Cc1cc(C)c(S(=O)(=O)N2CCCCC2CCNC(=O)C(=O)NCc2cccnc2)c(C)c1 (stereo not given),4,-6,6,1,-1,-9,-2,-1,-1,-0.9
COC(=O)Nc1ccc(S(=O)(=O)N2CCCC(C(=O)N3CC(C)OC(C)C3)C2)cc1 (stereo not given),9,1,2,8,2,-7,11,3,-1,0.3
CN(C)S(=O)(=O)c1ccc(C(=O)NCC2CC2(Cl)Cl)cc1 (stereo not given),6,2,-2,2,-2,-2,5,4,3,-1.0
CCNC(=O)CN(Cc1ccccc1)S(=O)(=O)c1ccccc1,2,-1,-1,1,-1,-5,1,-4,1,-2.2
CC(C)(C)N(Cc1ccccc1)C(=O)COC(=O)[C@@H]1CCCN1C(=O)c1cccs1,0,0,-2,5,2,-10,0,-1,0,-0.6
CCc1ccc(NC(=O)c2n[nH]c(=O)c3ccccc23)cc1,-1,2,-1,2,-2,1,4,0,0,-2.4
Cc1ccc(NC(=O)CN(C)C(=O)c2cccc(S(=O)(=O)NCc3ccccc3)c2)cc1,-3,-8,-4,-2,2,4,-6,0,-1,-2.3
Cc1cc(C)c(C)c(S(=O)(=O)N2CCN(C(=O)c3ccncc3)CC2)c1C,-2,0,0,6,1,-6,5,2,4,-0.6
O=C(O)c1ccc([N+](=O)[O-])c2c1C(=O)c1ccccc1C2=O,-2,0,7,-2,5,1,16,-8,-1,0.8
COc1cccc(-c2c(C(=O)N/N=C/c3ccco3)nnn2-c2nonc2N)c1,0,-1,3,1,0,1,-6,-5,-3,0.9
COc1cccc(N(C(=O)c2ccco2)C(C(=O)NC2CCCC2)c2cccnc2)c1 (stereo not given),2,-1,-2,-5,4,0,4,2,3,0.3
COc1ccc(C2C(C(=O)c3ccccc3)N3c4ccccc4C=CC3C2[N+](=O)[O-])cc1 (stereo not given),-11,0,-9,1,-11,-6,13,3,-12,-3.8
CCN1C/C(=C/c2ccc(OC)c(O)c2)C(=O)/C(=C/c2ccc(OC)c(O)c2)C1,7,-1,-1,8,0,-1,3,0,0,1.2
Cc1ccc(C)c(N2CCN(C(=O)c3cccn4c(=O)c5sccc5nc34)CC2)c1,-6,-1,5,-3,0,5,-4,-3,4,0.7
O=C(NCCCN1CCOCC1)c1cccc(S(=O)(=O)N2CCc3ccccc3C2)c1,-7,-2,-1,3,2,0,1,4,-2,-0.4
Cc1cc(C#N)c2ccccc2n1,4,-2,-3,10,0,0,-2,-2,-1,-0.8
CCN(CC)C(=O)COC(=O)c1ccc(C)c(NC(=O)c2ccco2)c1,3,1,-1,6,-2,-2,6,2,-1,-0.9
CC1(C)NC(=O)N(CCC(=O)Nc2ccc(C(C)(C)C)cc2)C1=O,-1,0,-1,-1,-2,1,-5,-4,2,-1.9
O=C(COC(=O)C1CCN(S(=O)(=O)c2cccs2)CC1)Nc1ccccc1,1,4,0,2,2,2,1,-1,-2,2.0
COc1cccc(/C=N/n2c(-c3ccco3)nc3ccccc3c2=O)c1,-6,-3,2,3,-2,-2,-11,-1,-3,-1.3
COc1c(Cl)cc(-c2noc(C)c2C(=O)NCc2ccc3c(c2)OCO3)cc1Cl,5,3,-2,2,-2,2,-6,0,-3,-1.2
Cc1ccc(C(=O)CCC(=O)Nc2ccccc2F)cc1,-3,-1,-5,-4,-3,-4,7,0,-6,0.7
C[C@@H]1CN([C@H](C)CO)C(=O)c2cc(Br)cnc2O[C@H]1CN(C)C(=O)Cc1ccncc1,-1,5,-6,-3,0,8,-3,2,-6,1.9
CCOC(=O)c1[nH]c(C)c(C(=O)N(CC)CC)c1C,5,4,4,4,1,-1,-5,1,4,-2.2
CCCCn1c(N)c(N(CCOC)C(=O)COC(=O)/C=C/c2ccc(Br)cc2)c(=O)[nH]c1=O,0,1,-6,1,2,2,-2,3,-5,-0.3
C[C@@H]1CN([C@@H](C)CO)C(=O)c2cccc(NS(=O)(=O)c3ccc(F)cc3)c2O[C@H]1CN(C)C(=O)NC1CCCCC1,3,3,0,-1,0,-4,-5,-1,-3,1.1
O=C(CCN1C(=O)/C(=C/c2ccc(Cl)cc2)SC1=S)Nc1cccnc1,4,1,-6,-11,-1,3,-4,-2,0,-1.5
CCOC(=O)C1=C(COC(=O)CNC(=O)c2cccc(C)c2)NC(=O)NC1C (stereo not given),8,5,-1,1,2,-2,2,1,1,-0.3
O=C1C2C3CCCC3=C3CCCC3C2C(=O)N1c1ccc(F)cc1 (stereo not given),2,6,5,-1,-1,-3,3,4,-4,2.0
CN1C(=O)N(CC(=O)Nc2sccc2C(N)=O)C(=O)C12CCCCC2,2,0,-1,-6,1,8,-13,-4,5,-1.3
Cc1c(Br)ccc(NC(=O)COc2ccccc2C(N)=O)c1C,-2,-2,-2,2,-2,-2,5,0,3,-0.1
O=C(CC1C(=O)NCCN1C(=O)Nc1ccccc1)Nc1ccc(F)cc1 (stereo not given),-6,-5,-2,-5,-3,3,-3,2,-3,-1.8
CC(C)NCC(O)COCCOc1ccc(Cl)cc1 (stereo not given),-10,-6,0,-4,4,-4,7,-2,-3,0.9
CC(=O)Nc1ccc(SCC(=O)NCCc2ccc(F)cc2)cc1,-3,1,9,0,4,-3,1,-4,2,0.8
CSc1ccc(C(O)c2ncc(-c3ccccc3Cl)[nH]2)cc1 (stereo not given),7,-5,-4,-2,-1,3,·,-1,4,-0.3
O=C(Cn1nnc(-c2ccc(CN3CCOCC3)cc2)n1)Nc1nc(-c2ccccc2)cs1,-1,-2,2,0,0,12,-8,0,3,0.3
CCOC(=O)N1CCN(C(=O)C[C@@H]2C[C@@]3(C(=O)OCC)CCCC=C3N(CCc3ccc(OC)c(OC)c3)C2=O)CC1,9,-4,-1,1,-1,0,·,2,1,-0.8
CCOC(=O)N1CCN(C(=O)c2ccc3c(c2)N(C)C(=O)/C(=C\c2ccc(OCC)c(OC)c2)S3)CC1,6,-6,0,1,5,6,-13,-2,-1,-2.6
COc1ccc(Cl)cc1NC(=O)CN(C)C(=O)c1ccc(C)s1,-6,2,4,2,3,-6,-7,-1,1,-0.5
CCNC(=S)N(CCN(CC)CC)Cc1cc2cc3c(cc2[nH]c1=O)OCO3,5,3,0,9,0,4,4,0,-1,2.1
# (continued)
SMILES,TCR-CD3 inh,ABHD4 inh,PRMT1 FP inh,NR1D1 modulator,UHRF1 binding,rCAG binder,HTRA1 inh,LEDGF integ inh,MBD2 DNA inh,PG9 Ab binder
O=S(=O)(NC1CC1)c1ccc(S(=O)(=O)N2CCCC3(CCCCC3)C2)cc1,6,-6,-2,-3,2,1,1,6,5,-1.4
CCN(CCCNC(=O)C1CCN(S(=O)(=O)c2cnc[nH]2)CC1)c1cccc(C)c1,4,3,-1,-2,17,1,-3,-2,-2,-1.7
COc1ccc2c(c1)OC[C@H]1[C@H]2N2C(=O)CN(Cc3ccco3)C(=O)[C@@]2(C)[C@H]1c1ccccc1,-4,1,8,-6,3,3,-7,-1,-1,-0.9
Cc1c(NC(=O)COC(=O)c2ccc(S(=O)(=O)N3CCOCC3)cc2)c(=O)n(-c2ccccc2)n1C,-2,-2,-3,-1,-2,-6,3,3,5,-0.2
CCn1c(SCC(=O)N2CCN(c3ccc(Cl)cc3)CC2)nc2ccccc2c1=O,1,2,0,6,4,-3,1,-4,1,0.8
Nc1[nH]c(C(=O)c2ccccc2)c(-c2ccc(F)cc2)c1C(=O)NCCc1c[nH]c2ccccc12,-7,20,3,5,-2,10,·,-2,8,0.0
COc1ccccc1-n1cnc(N)c1C(=O)c1ccccc1,-8,-12,4,4,1,-2,-6,-5,6,3.3
CN(C(=O)c1cccc(NC(=O)Cc2cccc(NC(=O)C3CCCN(C(=O)c4ccccc4)C3)c2)c1)C1CC1 (stereo not given),-10,-1,3,-7,19,4,7,3,12,-0.5
O=C(COC(=O)Cc1c(Cl)cccc1Cl)Nc1ccccc1-c1ccccc1,2,-22,2,-2,-3,-2,-16,4,2,-2.8
COC(=O)c1[nH]c2cccc(OC)c2c1NC(=O)CCN1CCC(C)CC1,6,7,0,-1,0,1,-3,2,3,-2.1
Cc1c(C)c2ccc(OC(C)C(=O)NCCCN3CCOCC3)c(C)c2oc1=O (stereo not given),6,3,-1,4,-1,-4,4,1,11,-2.3
CCOc1ccccc1N1CCN(C(=O)c2cc[n+]([O-])cc2)CC1,6,3,-1,-1,1,18,-3,-5,-2,-0.7
CN(c1ccc(F)cc1)S(=O)(=O)c1ccc(Cl)c(C(=O)OCC(=O)NC2CC2)c1,9,-6,1,-2,0,0,3,1,-5,0.2
COc1cccc(O)c1CN1CCC(C(=O)Nc2ccc(-c3cccc(C)c3)cc2)CC1,2,-3,-3,11,-3,5,-40,5,-6,-1.8
